Source: PubChem
sEH inh – blocks human soluble epoxide hydrolase activity; inhibition, % at 2 µM; actives 0.34% (n = 91,000); P34913; recombinant human sEH enzymatic activity assay; in the data active means inhibition above about 80%; further: values of inactives mirror those of a sister screen read the other way; many of its hits are not listed in these tables
Target sequence (P34913 whole entry, looked up): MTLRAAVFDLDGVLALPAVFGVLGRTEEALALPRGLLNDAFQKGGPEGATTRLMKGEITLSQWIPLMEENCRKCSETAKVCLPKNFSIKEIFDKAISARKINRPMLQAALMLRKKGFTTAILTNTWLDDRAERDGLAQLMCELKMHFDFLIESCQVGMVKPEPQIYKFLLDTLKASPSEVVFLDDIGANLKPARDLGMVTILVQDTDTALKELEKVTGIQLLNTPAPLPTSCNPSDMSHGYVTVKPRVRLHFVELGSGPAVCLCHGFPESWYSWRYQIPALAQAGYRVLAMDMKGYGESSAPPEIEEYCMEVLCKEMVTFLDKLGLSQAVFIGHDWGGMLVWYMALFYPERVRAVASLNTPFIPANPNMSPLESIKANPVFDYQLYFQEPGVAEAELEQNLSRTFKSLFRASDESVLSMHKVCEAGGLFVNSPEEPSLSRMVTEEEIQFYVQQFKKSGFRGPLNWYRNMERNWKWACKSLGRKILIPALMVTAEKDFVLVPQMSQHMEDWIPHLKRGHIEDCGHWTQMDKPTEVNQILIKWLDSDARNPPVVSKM
HUVEC prolif 384 – inhibitors of human endothelial cell proliferation. viability, % at 10 µM (by protocol). actives 1.1% (n = 86,000). HUVEC proliferation, CellTiter-Glo luminescence, 72 h; hits give low values;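 active means viability at or below 30%; inactive means viability above 30%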;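 further: 100% = median luminescence of DMSO-only cell control wells on each plate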
S1P2 antag – S1P2 (human) receptor antagonism; O95136; cell-based S1P2 antagonist assay, inhibition at 5 uM; inhibition, % at 5 µM; actives 0.21% (n = 97,000); in the data active means inhibition above about 45%;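 further: CRE beta-lactamase reporter cells expressing human S1P2 stimulated with S1P; 0% = agonist at EC80 alone and 100% = agonist plus reference antagonist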
Target sequence (O95136 whole entry, looked up): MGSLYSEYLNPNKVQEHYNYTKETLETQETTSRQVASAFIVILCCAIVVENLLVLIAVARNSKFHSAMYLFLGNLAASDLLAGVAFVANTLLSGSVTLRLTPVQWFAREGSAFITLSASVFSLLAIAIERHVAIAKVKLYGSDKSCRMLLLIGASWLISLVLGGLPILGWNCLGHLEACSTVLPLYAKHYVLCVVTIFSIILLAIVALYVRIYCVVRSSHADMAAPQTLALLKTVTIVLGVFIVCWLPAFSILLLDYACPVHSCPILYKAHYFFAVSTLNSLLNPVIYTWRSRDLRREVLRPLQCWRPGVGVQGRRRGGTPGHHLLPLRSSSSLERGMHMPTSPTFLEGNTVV
LYP act – activators of human LYP (PTPN22) phosphatase. Q9Y2R2. recombinant LYP, DiFMUP fluorescence; 0 = plate median, 100 = signal doubled. activation, % at 2 µM. actives 0.11% (n = 96,000);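 active means activation at 2 µM above a set limit, the mean plus 5 SD, cut at about 37% in these data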
PostGolgi ctrl – inhibits growth of the yeast control strain | efflux-deficient yeast background strain, growth absorbance A615, 16 h | inhibition, % at 10 µM | actives 5% (n = 98,000); in the data active means inhibition above about 30%
H69AR inhibit – growth inhibitors of human H69AR lung tumor cells. H69AR lung tumor viability, ATP luminescence, 72 h; hits give low values. viability, % at 10 µM. actives 6% (n = 85,000);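 active means viability at or below 40%; inactive means viability above 40%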;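 further: multidrug resistant small cell line overexpressing MRP-1 efflux transporter; 100% = mean luminescence of untreated control wells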
S1P2 agonist – activates the human S1P2 receptor; S1P2-expressing cell line, agonist reporter read-out; activation, % at 4.5 µM; actives 0.46% (n = 97,000); AID 729; in the data active means activation above about 16%;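 further: 0% = vehicle low control and 100% = maximal reference agonist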
Fibroblast inh – blocks proliferation of human lung fibroblasts; actives 1.1% (n = 85,000); viability, % at 10 µM; LL 47 human lung fibroblast viability, ATP luminescence; hits give low values;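 active means viability at or below 50% in the single dose screen; inactive means viability above 50%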;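 further: compound exposure lasted 72 h before the ATP readout; 100% = median luminescence of untreated cell-only wells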
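Signal: luminescent ATP detection, CellTiter-Glo; assay system: LL 47 human lung fibroblasts; input: 1,150 cells/well; incubation: overnight cell rest, 72 h compound treatment at 37 °C; measure: % viability versus median cells-only luminescence; medium: IMEM growth medium with 15% fetal bovine serum; dosing: compound addition at 0.1% DMSO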
sEH activator – increases human soluble epoxide hydrolase activity | activation, % at 2 µM | actives 0.04% (n = 91,000) | purified human sEH enzymatic activity, activator screen | P34913; in the data active means activation above about 37%; further: values of inactives mirror those of a sister screen read the other way
* marks the source's active call; other numbers are inactive results; · = no result given. An excerpt. The share of hits here may be higher or lower than overall.

(1) CCOC(=O)NC(Nc1cc(C)ccn1)(C(F)(F)F)C(F)(F)F
(2) CCCNC(=O)Nc1nccs1
(3) Cn1c(SCC(=O)NCC2CCCO2)nc2c([nH]c3ccccc32)c1=O (configuration not stated)
(4) Cc1cc2oc(=O)cc(CSc3nc(N)cc(N)n3)c2cc1C(C)C
(5) O=C(/C=C/c1ccc(Cl)cc1Cl)NCCN1CCOCC1
(6) COc1cc2c(cc1OC)C1Cc3ccc(OC)c(OC)c3CN1CC2 (configuration not stated)

Assay by compound	1	2	3	4	5	6
sEH inh	1	15	-4	-3	9	-8
HUVEC prolif 384	96	107	·	76	·	85
S1P2 antag	21	-20	12	-30	10	15
LYP act	0	2	-4	13	-10	-2
PostGolgi ctrl	-10	8	·	27	4	1
H69AR inhibit	99	107	·	78	·	89
S1P2 agonist	-8	0	-4	-4	-6	-8
Fibroblast inh	97	99	·	91	·	96
sEH activator	-1	-14	4	0	-6	7

3 compounds picked at random from the list so far:
(1) CCOC(=O)NC(Nc1cc(C)ccn1)(C(F)(F)F)C(F)(F)F
(3) Cn1c(SCC(=O)NCC2CCCO2)nc2c([nH]c3ccccc32)c1=O (configuration not stated)
(6) COc1cc2c(cc1OC)C1Cc3ccc(OC)c(OC)c3CN1CC2 (configuration not stated)

Assay by compound	1	3	6
sEH inh	1	-4	-8
HUVEC prolif 384	96	·	85
S1P2 antag	21	12	15
LYP act	0	-4	-2
PostGolgi ctrl	-10	·	1
H69AR inhibit	99	·	89
S1P2 agonist	-8	-4	-8
Fibroblast inh	97	·	96
sEH activator	-1	4	7

Next section
(7) O=C(NC(=S)NCc1ccccc1)C1CCCCC1
(8) O=c1c(Cl)nc2cc(Cl)ccc2n1CCNc1ncc(C(F)(F)F)cc1Cl
(9) CCCN1C2CCCC1CC(NC(=O)c1ccccc1OCC)C2 (configuration not stated)
(10) CCCc1nnc(NC(=O)C(CC)OC(=O)c2cc(C)nc3ccccc23)s1 (configuration not stated)
(11) O=C(CCn1nc(-c2ccccc2)c2ccccc2c1=O)NCC1CCCO1 (configuration not stated)
(12) O=C(Nc1sccc1C(=O)N1CCOCC1)c1cccnc1

Assay by compound	7	8	9	10	11	12
sEH inh	-8	8	-4	-3	9	12
HUVEC prolif 384	·	·	87	·	85	96
S1P2 antag	-24	14	8	7	-2	0
LYP act	39*	-15	3	-8	9	-8
PostGolgi ctrl	8	99*	0	14	11	-2
H69AR inhibit	·	·	87	·	98	103
S1P2 agonist	-1	2	-8	0	-4	-4
Fibroblast inh	·	·	92	·	99	103
sEH activator	11	-9	4	4	-7	-11

(13) O=C(NNC(=S)NC(=O)c1cccnc1)c1ccc(Cl)cc1
(14) Cc1nn(C)c(N)c1C(O)(c1nccn1C)C(F)(F)F (configuration not stated)
(15) CCCC(C(=O)NC1CCCC1)N(CC1CCCO1)C(=O)c1snc(C(N)=O)c1N (configuration not stated)
(16) CCOc1ncccc1C(=O)OCC(=O)Nc1cc(C)ccc1C
(17) COCCN1C(=O)C(O)=C(C(C)=O)C1c1ccc(F)cc1 (configuration not stated)
(18) CCCc1c(C)[nH]c2ccc(NC(C)=O)cc2c1=O

Assay by compound	13	14	15	16	17	18
sEH inh	-3	·	-21	·	-5	-11
HUVEC prolif 384	·	105	99	102	93	98
S1P2 antag	2	·	8	-1	12	8
LYP act	-15	·	1	-3	1	6
PostGolgi ctrl	-2	3	-1	8	4	4
H69AR inhibit	·	102	91	92	97	99
S1P2 agonist	-3	·	-1	21*	-4	-6
Fibroblast inh	·	107	105	101	108	104
sEH activator	1	·	17	·	3	11

(19) CCOC(=O)C1CCCN(c2c(NCCCN(C)Cc3ccccc3)c(=O)c2=O)C1 (configuration not stated)
(20) O=C(OCCCN1CCCCC1)c1ccc(O)cc1
(21) CS(=O)(=O)N1CCN(C(=O)c2cc(-c3ccccc3)nc3ccccc23)CC1
(22) O=C(COc1ncnc2c(Cl)cc(Cl)cc12)N1CCCCC1
(23) CCOC(=O)C1CCCN(c2c(NCCCN(CC)c3ccccc3)c(=O)c2=O)C1 (configuration not stated)
(24) CCC(=O)Nc1ccc(C(=O)CSc2nnc(CNc3ccc(Cl)cc3)o2)cc1OC

Assay by compound	19	20	21	22	23	24
sEH inh	9	-4	8	-7	-4	·
HUVEC prolif 384	95	·	92	97	97	92
S1P2 antag	9	1	0	8	15	9
LYP act	-7	-3	2	-2	-8	-9
PostGolgi ctrl	6	19	17	0	35*	-1
H69AR inhibit	96	·	73	82	84	95
S1P2 agonist	-10	-6	-4	-7	-6	-6
Fibroblast inh	109	·	102	100	100	91
sEH activator	-9	3	-6	7	5	·

(25) O=C(NCCCN1CCOCC1)c1ccc(S(=O)(=O)N2CCOCC2)cc1
(26) C=CC(=O)NC(C)(C)Cc1ccccc1
(27) COCCCNC(=O)c1ccc(Cn2c(=O)c3ccccc3n(Cc3cc(C)ccc3C)c2=O)cc1
(28) COc1ccc(NC(=S)NCCc2ccc(Cl)cc2)c(OC)c1
(29) CCNC(=S)NS(=O)(=O)c1ccc(Cl)cc1
(30) Cc1cccn2c(=O)c3cc(C#N)c(=O)n(CC4CCCO4)c3nc12 (configuration not stated)

Assay by compound	25	26	27	28	29	30
sEH inh	·	4	19	-2	11	-2
HUVEC prolif 384	83	92	58	89	·	·
S1P2 antag	·	-4	3	11	-2	-1
LYP act	·	-9	-3	-1	4	6
PostGolgi ctrl	8	16	3	7	4	-17
H69AR inhibit	100	106	39*	84	·	·
S1P2 agonist	·	-6	-5	-7	-8	10
Fibroblast inh	94	99	89	95	·	·
sEH activator	·	-5	-18	1	-9	7

(31) CSCc1c(C(=O)Nc2ccc(N3CCOCC3)cc2)oc2ccccc12
(32) COc1ccc(C(=O)Nc2ccc(N3CCOCC3)cc2)cc1OC
(33) COC(=O)C1=CN(CCCN2CCCC2=O)C=C(C(=O)OC)C1c1ccccc1C(F)(F)F
(34) O=C(NC(Cc1ccc2c(c1)OCO2)C(=O)N1CCCC1C(=O)O)c1ccccc1 (configuration not stated)
(35) O=C(CSc1nnc(CCc2ccccc2)n1-c1ccc(Cl)cc1)NCc1ccccc1
(36) Cc1nc2nc(C)c(CCC(=O)O)c(C)n2n1

Assay by compound	31	32	33	34	35	36
sEH inh	7	·	-3	3	11	-21
HUVEC prolif 384	84	82	98	108	105	98
S1P2 antag	2	9	-11	-5	5	-14
LYP act	4	10	4	1	-10	9
PostGolgi ctrl	19	0	3	9	19	2
H69AR inhibit	73	88	75	86	42	96
S1P2 agonist	-5	-8	20*	-6	-3	-3
Fibroblast inh	91	91	92	101	94	104
sEH activator	-4	·	3	-2	-11	18

(37) O=C(Nc1cc(Cl)ccc1Oc1ccccc1)c1cnccn1
(38) CSc1nc(C)cc(NC(N)=O)n1
(39) CC(C(=O)O)N1C(=O)c2cccc3cccc1c23 (configuration not stated)
(40) Cc1cc(=O)oc2cc(OC(C)C(=O)N3CCCc4ccccc43)ccc12 (configuration not stated)
(41) CCSc1nnc(NC(=O)CSc2nc(C)cc(C)n2)s1
(42) Cc1ccnc(N2C(=O)c3ccccc3C2Nc2ccc3c(c2)OCCO3)c1 (configuration not stated)

Assay by compound	37	38	39	40	41	42
sEH inh	-2	-5	-6	5	2	·
HUVEC prolif 384	92	96	94	92	101	97
S1P2 antag	-14	1	-13	-14	-2	6
LYP act	-1	-6	-6	-11	-2	·
PostGolgi ctrl	8	19	9	9	10	9
H69AR inhibit	90	79	100	75	97	89
S1P2 agonist	-5	-4	-5	2	-6	-6
Fibroblast inh	98	102	99	84	99	92
sEH activator	4	11	4	0	0	·

(43) COc1ccc(CCNC(=O)COc2ccc(-c3ccc(C)cc3)cc2)cc1OC
(44) Cc1cc(C(=O)c2ccccc2)nc2ccccc12
(45) CCOC(=O)c1c(C)[nH]c(O)c1C=Nc1ccccc1
(46) O=C(CSc1nc2ccc([N+](=O)[O-])cc2[nH]1)c1ccc2ccccc2c1
(47) CC(C(=O)NC(=O)NC1CCCCC1)N1CCN(c2ccccn2)CC1 (configuration not stated)
(48) Cc1ccc2nc(-c3ccccn3)cc(C(=O)N3CCN(c4ncccn4)CC3)c2c1

Assay by compound	43	44	45	46	47	48
sEH inh	-20	5	4	6	-9	-2
HUVEC prolif 384	·	·	·	·	93	80
S1P2 antag	-1	-3	-14	-6	4	3
LYP act	-2	0	5	-10	2	0
PostGolgi ctrl	2	6	0	28	5	6
H69AR inhibit	·	·	·	·	70	57
S1P2 agonist	0	-2	-4	-4	-6	-4
Fibroblast inh	·	·	·	·	99	106
sEH activator	18	-3	-2	-3	11	3

Sorted by count of non-hydrogen atoms (smallest number first): three of the compounds above.
(45) CCOC(=O)c1c(C)[nH]c(O)c1C=Nc1ccccc1
(47) CC(C(=O)NC(=O)NC1CCCCC1)N1CCN(c2ccccn2)CC1 (configuration not stated)
(48) Cc1ccc2nc(-c3ccccn3)cc(C(=O)N3CCN(c4ncccn4)CC3)c2c1

Assay by compound	45	47	48
sEH inh	4	-9	-2
HUVEC prolif 384	·	93	80
S1P2 antag	-14	4	3
LYP act	5	2	0
PostGolgi ctrl	0	5	6
H69AR inhibit	·	70	57
S1P2 agonist	-4	-6	-4
Fibroblast inh	·	99	106
sEH activator	-2	11	3

The results go on.
(49) CCOC(=O)c1cc2oc(C)cc2n1CC(=O)OC1CCCCC1
(50) COC(=O)C1=C(C)N(c2cccc(C)c2)C(=O)/C1=C\c1cccs1
(51) O=C(CCN1C(=O)c2ccccc2C1=O)Nc1sc2c(c1C(=O)NCc1ccco1)CCCC2
(52) CCCCN(CC)Cc1ccc(CNC(=O)Nc2ccc(F)cc2)o1
(53) Cc1nnc(NC(=O)c2c(F)cccc2F)s1
(54) Cc1ccc2c(c1)N(CC(=O)NCC1CCCO1)C(=O)C(C)O2 (configuration not stated)

Assay by compound	49	50	51	52	53	54
sEH inh	-1	-15	-12	2	-6	2
HUVEC prolif 384	103	·	81	85	99	105
S1P2 antag	-2	-36	-19	28	22	12
LYP act	0	2	8	11	4	-12
PostGolgi ctrl	12	9	-2	8	-2	1
H69AR inhibit	97	·	58	102	100	91
S1P2 agonist	-3	-2	-3	-1	-4	-4
Fibroblast inh	95	·	104	82	96	98
sEH activator	4	19	14	-2	4	-5

(55) Cc1c(Cl)cccc1-n1nnnc1-c1cccs1
(56) CCN(CC)CCn1c(NCc2cccc(OC)c2OC)nc2ccccc21
(57) Nc1ccccc1SCc1cc([N+](=O)[O-])cc2c1OCOC2
(58) CCCSc1nc(C)c(-c2csc(C(C#N)=C3CCCC3)n2)cc1C#N
(59) COC(=O)C(CCSC)NC(=O)Cn1ncc2c(=O)oc3ccccc3c21 (configuration not stated)
(60) Cc1ccc(OCC(=O)N/N=C/c2ccncc2)cc1

Assay by compound	55	56	57	58	59	60
sEH inh	·	-9	3	-10	-10	-19
HUVEC prolif 384	100	93	·	111	109	·
S1P2 antag	·	-3	9	-6	-14	12
LYP act	·	-3	-4	-27	-1	-9
PostGolgi ctrl	17	9	14	-6	5	8
H69AR inhibit	93	95	·	94	97	·
S1P2 agonist	·	3	-3	0	1	-6
Fibroblast inh	96	102	·	·	117	·
sEH activator	·	11	0	9	11	16

(61) Cc1c(C(=O)c2no[n+]([O-])c2C(=O)c2cnn(C)c2C)cnn1C
(62) CCS(=O)(=O)Nc1ccc(C2=NN(S(=O)(=O)c3ccc(F)cc3)C(c3ccco3)C2)cc1 (configuration not stated)
(63) COc1ccccc1N1CCN(C(=O)c2oc3cc(C)c(C)cc3c2C)CC1
(64) CC(C)(C)n1ncc(Oc2ccc(Oc3cnn(C(C)(C)C)c(=O)c3Cl)cc2)c(Cl)c1=O
(65) COc1cccc(N2CCN(C3C4CC5CC(C4)CC3C5)CC2)c1 (configuration not stated)
(66) COc1ccc(N2Cc3cccc(C(=O)NC(C)CCc4ccco4)c3C2=O)cc1 (configuration not stated)

Assay by compound	61	62	63	64	65	66
sEH inh	-16	7	-2	-2	2	-23
HUVEC prolif 384	61	75	86	108	102	78
S1P2 antag	10	-9	-11	-3	-18	7
LYP act	-2	8	19	6	2	-7
PostGolgi ctrl	-3	8	42*	·	6	19
H69AR inhibit	1.8*	82	94	95	94	88
S1P2 agonist	-6	0	-6	-3	1	-1
Fibroblast inh	101	92	102	102	96	97
sEH activator	13	-4	1	5	0	23
